# Source: PubChem
# DT40 TDP1 CPT = growth inhibition of DT40 Tdp1-/-;hTDP1 cells with camptothecin (screen for TDP1 inhibitors) | actives 12% (n = 420,000) | Potency, µM (top dose mostly 46.2 µM), for the others: at the top dose activity change, negative = growth inhibition, actives largely listed as inhibitors | chicken DT40 Tdp1-/-;hTDP1 cells + 20 nM CPT, ATP luminescence, 48 h; note: nearly all actives have a fitted effect of over 55% in size
#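 Chicken DT40 Tdp1-/- cells stably complemented with human TDP1 were seeded at 400 cells/well in medium containing 20 nM camptothecin, exposed to pin-transferred compounds, and grown at 37 °C for at least 48 hr. Viability was read as ATP luminescence.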
# TDP1 inh = inhibitors of human tyrosyl-DNA phosphodiesterase TDP1; AID 485290; recombinant TDP1, AlphaScreen DNA substrate cleavage; Q9NUW8; Potency, µM (top dose mostly 130 µM), for the others: at the highest dose activity change, negative = inhibition, most hits filed as inhibitors; actives 0.28% (n = 350,000); note: nearly all actives have a fitted effect of over 40% in size
# Target sequence (Q9NUW8 whole entry, looked up): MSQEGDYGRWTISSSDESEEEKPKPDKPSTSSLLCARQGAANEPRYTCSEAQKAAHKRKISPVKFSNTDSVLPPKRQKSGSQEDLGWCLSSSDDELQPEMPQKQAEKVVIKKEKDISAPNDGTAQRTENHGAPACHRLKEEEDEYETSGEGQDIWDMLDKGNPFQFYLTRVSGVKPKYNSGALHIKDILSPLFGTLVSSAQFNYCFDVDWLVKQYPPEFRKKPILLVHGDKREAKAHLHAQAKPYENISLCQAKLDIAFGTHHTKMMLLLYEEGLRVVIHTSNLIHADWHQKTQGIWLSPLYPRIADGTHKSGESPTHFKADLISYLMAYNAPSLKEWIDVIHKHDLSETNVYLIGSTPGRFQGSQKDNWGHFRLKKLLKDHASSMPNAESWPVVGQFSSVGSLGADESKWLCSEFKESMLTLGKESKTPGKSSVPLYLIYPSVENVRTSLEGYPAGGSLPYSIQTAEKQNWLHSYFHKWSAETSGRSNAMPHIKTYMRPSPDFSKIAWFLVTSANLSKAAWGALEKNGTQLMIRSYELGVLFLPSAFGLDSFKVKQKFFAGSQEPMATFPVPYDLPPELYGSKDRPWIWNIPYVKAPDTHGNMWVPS
#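 Steps: enzyme plus compound, 15 min RT; add biotin/phosphotyrosine-FITC oligonucleotide (15 nM final), react 5 min; add donor/acceptor beads (10 ug/ml final), 10 min; read AlphaScreen. Tdp1 at 1 nM final.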
# TDP1 cell noCPT = qHTS for Inhibitors of human tyrosyl-DNA phosphodiesterase 1 (TDP1): qHTS in cells in absence of CPT | DT40 Tdp1-/- hTDP1 cells, no CPT, ATP luminescence, 48 h | Potency, µM (series often up to 46.2 µM), inactives show at the top dose activity change, negative = growth inhibition, actives largely listed as inhibitors | actives 15% (n = 420,000) | AID 686978, 2013; note: nearly all actives have a fitted effect of over 55% in size
#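 Stably hTDP1-transfected Tdp1-null chicken DT40 cells were treated with library compounds minus camptothecin and grown for at least 48 hr at 37 °C, after which cellular ATP was quantified by luminescence.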
# Numbers without * were called inactive; ? = inconclusive; . = not tested or not shown; & = joins results of further samples; [ ] = remark or other dose. Calls come from the whole dose curve; as a rule, active = well fitted curve in the direction sought with a large enough effect; inconclusive = small, poorly fitted or top-dose-only effect, or another doubt; inactive = no such curve, though single readings can be large; an effect the other way counts as inactive or inconclusive. % is set by controls: 0 for no effect and ±100 for the full control effect; potency is the fitted concentration of half-maximal effect.
SMILES,DT40 TDP1 CPT,TDP1 inh,TDP1 cell noCPT
C=CCCC(=O)Nc1nc(C)c(-c2csc(Nc3ccc(Cl)cc3Cl)n2)s1,?,6%,15µM*
COc1cc([N+](=O)[O-])ccc1NC(=O)/C=C/C(=O)O,2%,3%,-2%
COc1ccc([C@H]2CC(=O)C=C(c3cccc4c3Oc3ccccc3S4)C2)cc1,?,1%,?
Cc1cccc(NC(=S)N2CCC(O)CC2)c1C,6%,3%,3%
COc1ccccc1/C=C/C(=O)c1cc(Br)ccc1OC(=O)c1ccco1,?,.,?
COc1ccc(NC(=O)c2ccc(Cl)nc2)cc1S(=O)(=O)N1CCOCC1,16µM*,-5%,23µM*
Cc1ccccc1NC(=O)CCN1CCc2ccccc2C1,?,9%,?
N#CCSc1nnc(-c2ccccc2O)n1CCc1ccccc1,-8%,5%,-20%
COc1ccc(C(NC(=O)/C=C/c2ccco2)c2ccc(OC)c(OC)c2)cc1OC,-11%,-3%,2%
O=C(NCc1ccccc1F)c1ccc(S(=O)(=O)NCc2ccco2)cc1,8%,4%,-22%
N=c1ccn(Cc2ccccc2Cl)cc1,5.2µM*,0%,4.6µM*
O=C(CSc1nnc2c(n1)[nH]c1ccc(F)cc12)NC1CC1,-8%,-1%,-13%
CCOc1ccc(CNC(=O)CCCn2nc(CC)n3c(cc4occc43)c2=O)cc1,?,1%,?
O=CN1CCN(C(=O)CN2C(=O)c3ccccc3C2=O)CC1,-4%,0%,1%
COc1ccc(CCNC(=O)CCC(=O)Nc2nnc(C(C)C)s2)cc1OC,1%,6%,-14%
C=CCc1cccc(/C=N/NC(=O)C(C)Nc2ccc(C)cc2)c1O (stereo not given),16µM*,8%,8.2µM*
Cc1ccc(S(=O)(=O)N2CCN(C(=O)CN3CCN(c4ccc(O)cc4)CC3)CC2)cc1,?,.,?
Cc1nn(CC(=O)NCCc2ccccc2)c(=O)c2cc3occc3n12,2%,1%,31%[activator]
CSc1sc(C(=O)NCC2CC2)c2c1S(=O)(=O)N(C)c1ccccc1-2,-8%,3%,-10%
Cc1ccc(NC(=O)c2ccc3c(c2)C(=O)N(CC2CCCO2)C3=O)cc1C (stereo not given),0%,6%,-27%
CCCN(C)C1CN(Cc2cn(CCCC(=O)OC)nn2)S(=O)(=O)C1 (stereo not given),-12%,.,-10%
Cc1ccccc1C(=O)N1CCN(CCNC(=O)C(=O)Nc2ccc(Br)cc2)CC1,15µM*,4%[56.1 µM],?
CCCSC(=S)NC1CCS(=O)(=O)C1 (stereo not given),16µM*,1%,21µM*
Cc1ccc(Cl)c(OCC(=O)Nc2ccccc2C(=O)NC2CC2)c1,-19%,3%,?
OCCN(CCO)c1ncnc2c1sc1nc(N3CCOCC3)c3c(c12)CCCC3,16µM*,7%,18µM*

# Additional records.
SMILES,DT40 TDP1 CPT,TDP1 inh,TDP1 cell noCPT
CCOc1ccc(OCCSc2nc3ccccc3c(=O)[nH]2)cc1,?,6%,?
O=C(COC(=O)Cc1ccc(Cl)cc1)NCc1ccc(F)cc1,-3%,1%,12%
O=[N+]([O-])c1cc(S(=O)(=O)C(F)(F)F)ccc1Sc1nc2ccccc2[nH]1,7.3µM*,6%,7.3µM*
COCCNC(=O)Cn1ccc2cc(S(=O)(=O)N3CCCCC3)ccc21,-10%,1%,15%
COc1ccc(C(C(=O)NC2CCCCC2)n2c(=O)c(-c3ccco3)nc3ccccc32)cc1 (stereo not given),?,.,26µM*
CC(=O)c1ccc(NC(=O)CSc2ccc(-c3ccc4c(c3)OCO4)nn2)cc1,?,-1%,-15%
COc1ccc(NC(=O)c2c(NC(=O)COc3ccccc3)sc3c2CCC(C(C)(C)C)C3)cc1 (stereo not given),6%,.,-1%
CC1(Cc2ccccc2Cl)C(=O)Nc2c(Cl)ccc(Cl)c21 (stereo not given),?,.,?
COC(=O)Cc1ccc(NC(=S)N2CCN(c3ccc(OC)cc3)CC2)cc1,-19%,-1%,?
O=C(Nc1ccccc1C(=O)N1CCCCCC1)c1ccccc1Cl,6%,-3%,-4%
C=CCn1c(SCC(=O)NCc2ccc3c(c2)OCO3)nnc1C1CCCCC1,-12%,1%,?
Cc1cc(C)c(NC(=O)c2cn3c4c(c(N5CCN(C)CC5)c(F)cc4c2=O)OCC3C)c(C)c1 (stereo not given),18µM*,3%,?
CCOc1cc(/C=N/O)ccc1OCc1ccc(C)cc1,?,0%,23µM*
CN1CCN(c2cc3c(cc2F)c(=O)c(C(=O)O)cn3CCF)CC1,?,-1%,?
CCc1cccc(N(C(=O)c2csnn2)C(C(=O)NC(C)(C)C)c2ccncc2)c1 (stereo not given),?,-1%,?
COc1ccc(C(=S)Nc2ccc(N(C)C)cc2)cc1,-9%,8%,-4%
C=CCOC(=O)C1=C(C)NC(=O)NC1c1cc2c(cc1Br)OCO2 (stereo not given),-16%,4%,2%
Cc1ccc(S(=O)(=O)CC(=O)c2ccc([N+](=O)[O-])cc2)cc1,?,6%,-28%
Cc1c(CNCCc2ccc(Cl)cc2)c(C(=O)O)c(C)n1Cc1ccccc1,?,8%,?
CCn1c(=O)c(C(=O)CN(C)Cc2cccc(OC)c2OC)c(N)n(Cc2ccccc2)c1=O,?,1%,15µM*
CCOC(=O)c1cn2nc(-c3ccc(OCC)cc3)cc2nc1C1CCN(C(=O)OC(C)(C)C)CC1,?,2%,16µM*
CC12COC3(C(=O)N4CCN(c5ccccn5)CC4)CC1CCC32C (stereo not given),-3%,4%,0%
COc1ccc(/C(C)=N/NC(=O)CNC(=O)/C=C\c2ccco2)cc1,13µM*,-14%,9.2µM*
O=C(Nc1ccc(F)cc1)Nc1ccccc1F,?,-1%,?
C[C@]12C[C@H](O)[C@@H]3c4ccc(O)cc4CCC3[C@@H]1CCC2=O (stereo not given in full),4%,-3%,0%

# Further records follow.
SMILES,DT40 TDP1 CPT,TDP1 inh,TDP1 cell noCPT
COc1ccc(-n2c(C)c3c(C)nnc(C)c3c2C)cc1OC,16µM*,.,15µM*
O=C(O)C1Oc2ccccc2C1c1ccccc1 (stereo not given),-5%,.,-19%
CCOc1ccccc1NC(=O)Cn1ncc2ccc([N+](=O)[O-])cc21,-25%,.,?
C=C(C)C(O)COc1c2occc2c(OC)c2ccc(=O)oc12 (stereo not given),3%,0%,?
Cc1ccc(NC(=O)NNC(=O)c2cc3ccccc3cc2O)cc1C,-4%,-3%,5%
OC(c1ccco1)c1nc(-c2cccs2)cs1 (stereo not given),?,.,?
CC(=O)Nc1ccc(NC(=S)Nc2ccc(F)cc2)cc1,-2%,-3%,10%
CCN(CC)S(=O)(=O)c1cccc(-c2nnc(SCc3nnc(-c4cccs4)o3)n2N)c1,0%,6%,-6%
C/C(=C/C(=O)N1CCc2ccccc21)C(=O)O,-21%,3%,-3%
O=C(CCc1ccccc1)Nc1ccncc1,-27%,7%,-26%
COc1ccc(-c2noc(CN(C(=O)c3ccc4c(c3)OCO4)C(C)C)n2)cc1OC,?,-13%,?
CCC1CN(C(=O)Nc2cccc3c2CCCC3)c2cc(Cl)ccc2O1 (stereo not given),?,-5%,21µM*
CN(C)S(=O)(=O)c1ccc(-c2cn3ccccc3n2)cc1,-29%,8%,?
COC(=O)CN1C(=O)C(O)(CC(=O)c2ccc(Br)cc2)c2ccccc21 (stereo not given),?,7%,?
Cc1[nH]n(-c2ccccc2)c(=O)c1N=Nc1c(Cl)cccc1Cl,-1%,.,4%
CCc1nnc(NC(=O)CCC(=O)O)s1,10%,1%,4%
O=C(NCc1cccc2[nH]ccc12)C1CCC(=O)N(CCc2ccccc2)C1 (stereo not given),9%,2%,5%
O=c1c(-c2ccc(F)cc2)nc2cncnc2n1Cc1ccccc1,?,.,16µM*
CC(C)(CC(=O)OCC(=O)Nc1ccccc1F)CC1=NS(=O)(=O)c2ccccc2N1,23µM*,1%&7%,13µM*
COc1ccc(C(=O)NCCn2cc(SCC(=O)N3CCOCC3)c3ccccc32)cc1,-25%,-1%,-29%
CCn1c(-c2cc(Br)cc(OC)c2O)nc2cc(S(=O)(=O)N(C)C)ccc21,?,5%,?
O=C(Cc1cccc([N+](=O)[O-])c1)NCc1nc2cccnc2n1Cc1ccc(F)cc1,-5%,1%,-18%
COc1cccc(-c2nc(N3CCC(C)CC3)c3ccccc3n2)c1O,18µM*,11%,21µM*
Cn1c(=N)n(CC(=O)c2ccc(F)cc2)c2ccccc21,16µM*,.,13µM*
O=C(NCCCN1CCN(c2ccccc2)CC1)Nc1ccccc1C(F)(F)F,2%,1%,?

# 16 entries from above in a different format.
# Values in the order: DT40 TDP1 CPT, TDP1 inh, TDP1 cell noCPT
> O=C(CCc1ccccc1)Nc1ccncc1
 : -27%, 7%, -26%
> COc1ccc(-c2noc(CN(C(=O)c3ccc4c(c3)OCO4)C(C)C)n2)cc1OC
 : ?, -13%, ?
> CCC1CN(C(=O)Nc2cccc3c2CCCC3)c2cc(Cl)ccc2O1 (stereo not given)
 : ?, -5%, 21µM*
> CN(C)S(=O)(=O)c1ccc(-c2cn3ccccc3n2)cc1
 : -29%, 8%, ?
> COC(=O)CN1C(=O)C(O)(CC(=O)c2ccc(Br)cc2)c2ccccc21 (stereo not given)
 : ?, 7%, ?
> Cc1[nH]n(-c2ccccc2)c(=O)c1N=Nc1c(Cl)cccc1Cl
 : -1%, ., 4%
> CCc1nnc(NC(=O)CCC(=O)O)s1
 : 10%, 1%, 4%
> O=C(NCc1cccc2[nH]ccc12)C1CCC(=O)N(CCc2ccccc2)C1 (stereo not given)
 : 9%, 2%, 5%
> O=c1c(-c2ccc(F)cc2)nc2cncnc2n1Cc1ccccc1
 : ?, ., 16µM*
> CC(C)(CC(=O)OCC(=O)Nc1ccccc1F)CC1=NS(=O)(=O)c2ccccc2N1
 : 23µM*, 1%&7%, 13µM*
> COc1ccc(C(=O)NCCn2cc(SCC(=O)N3CCOCC3)c3ccccc32)cc1
 : -25%, -1%, -29%
> CCn1c(-c2cc(Br)cc(OC)c2O)nc2cc(S(=O)(=O)N(C)C)ccc21
 : ?, 5%, ?
> O=C(Cc1cccc([N+](=O)[O-])c1)NCc1nc2cccnc2n1Cc1ccc(F)cc1
 : -5%, 1%, -18%
> COc1cccc(-c2nc(N3CCC(C)CC3)c3ccccc3n2)c1O
 : 18µM*, 11%, 21µM*
> Cn1c(=N)n(CC(=O)c2ccc(F)cc2)c2ccccc21
 : 16µM*, ., 13µM*
> O=C(NCCCN1CCN(c2ccccc2)CC1)Nc1ccccc1C(F)(F)F
 : 2%, 1%, ?

# Further entries:
SMILES,DT40 TDP1 CPT,TDP1 inh,TDP1 cell noCPT
CCc1cccc(C)c1NC(=O)CNCc1ccccc1,0%,5%,-27%
CCCCCc1ccc(-c2ccc(/C=C/C(=O)O)cc2)nc1,-4%,-6%,-20%
Cc1cccc(C(=O)Nc2cccc(-c3ccc4nncn4n3)c2)c1,?,5%,?
CCC(C(=O)NC(CC(=O)O)c1ccc(Cl)cc1)c1ccccc1 (stereo not given),11%,.,1%
CCCc1ccc(S(=O)(=O)N2CCN(C(=O)c3cc(C)on3)CC2)cc1,?,.,?
COc1cc(NC(=O)COC(=O)C2CC(O)CN2S(=O)(=O)c2ccc(Cl)cc2)c(C)cc1[N+](=O)[O-] (stereo not given),9%,.,4%
O=C(OC1CC2CC1[C@H]1CCCCN1C2=O)N1CCN(S(=O)(=O)c2ccccc2)CC1 (stereo not given in full),-24%,.,?
CN1CCNC(=O)C1CC(=O)NCCc1ccccc1F (stereo not given),-5%,1%,-2%
COc1ccc(-c2coc3cc(O)cc(O)c3c2=O)cc1,?,3%,?
CCOc1ccc(CNS(=O)(=O)c2ccc3[nH]c(=O)ccc3c2)cc1,-6%,-7%,-11%
CCCn1c(NCc2ccc(C)o2)nc2ccccc21,?,-3%,?
CCOC(=O)c1cnc2ccc(Cl)cc2c1Nc1ccc(N2CCOCC2)cc1,15µM*,.,15µM*
CCOc1nc(N2CCCCC2)nc(-n2cc(-c3ccccc3)nn2)n1,16µM*,0%,18µM*
COc1c(F)c(F)c(-c2csc(N)n2)c(F)c1F,0%,.,-29%
CCOc1ccccc1NC(=O)COC(=O)CSc1ccc(Cl)cc1,18%,-2%,-2%
CCOCCCn1c(=N)c(C(=O)NCC2CCCO2)cc2c(=O)n3cc(C)ccc3nc21 (stereo not given),-3%,.,-15%
CS(=O)(=O)c1ccc2nc(NC(=O)c3cc(-c4ccccc4)nn3-c3ccccc3)sc2c1,?,1%,?
